From PubChem
TRAIL sens C8: viability loss with TRAIL in NB7+C8 cells, primary screen, TRAIL sensitizer project, cell-based, ATPlite luminescence. inhibition (viability loss, TRAIL sensitization), % at 10 µM. 1% of 360,000 active;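 active = compounds causing at least 50% loss of cell viability in the single-dose screen, relative to plate controls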
NR5A2 inv ag: LRH-1 (NR5A2) inverse agonists, primary screen, cell-based, luminescence, HEK293T, StAR-luciferase reporter; Nuclear receptor subfamily 5 group A member 2 (Homo sapiens), O00482; LRH-1 transfected, 24 h; inhibition, % at 3.6 µM; 0.13% of 360,000 active; AID 602396, 2012;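 active = inhibition above the mean inhibition of all tested compounds plus 3 SD, cut at about 73% in these data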;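 note: 0% = DMSO wells and 100% = reporter-only cells lacking LRH-1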
NCOA1 inh: SRC1 coactivator transcriptional activity inhibitors, primary screen, cell-based, luminescence | HEK293 GAL4-SRC1 luciferase reporter | inhibition, % at 3.6 µM | 0.12% of 360,000 active;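 active = inhibition above the campaign mean plus 3 SD, with each screening campaign given its own cutoff, cut at about 60% in these data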;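 note: 0% = DMSO treated cells and 100% = gossypol at 36 µM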
TROY signal inh: inhibitors of TROY-driven NF-kB signaling, primary screen, Q293 LMP1-TROYcd cells, NF-kB luciferase, uHTS; Q293 LMP1-TROYcd NF-kB luciferase reporter, 4 h; inhibition, % at 10 µM; 0.98% of 360,000 active; AID 1347056, 2019;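 active = compounds whose plate-normalised and pattern-corrected inhibition of the luciferase reporter signal at the single screening dose is 50% or more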
NOD2-RIPK2 inh: NOD2-RIPK2 binding disruptors in cells, primary screen, fluorescence, CHO cells, BLA complementation. inhibition, % at 4.98 µM. Receptor-interacting serine/threonine-protein kinase 2 (Homo sapiens), O43353. CCF4 ratio. 0.38% of 360,000 active; in the data active = inhibition above about 21%;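 note: 0% = vehicle only and 100% = reference blocker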
COUP-TFII inh: NR2F2 transcriptional activity inhibitors, primary screen, cell-based, luciferase reporter, HEK293T, luminescence; HEK293T NGFI-A luciferase reporter; 0.7% of 370,000 active; inhibition, % at 8.6 µM; COUP transcription factor 2 (Homo sapiens), P24468;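 active = inhibition above a per-plate cutoff, mean inhibition of test wells between control levels plus 3 SD, cut at about 38% in these data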;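 note: cells cotransfected with COUP-TFII expression vector driving the NGFI-A reporter; 0% = median of COUP-TF2 test wells and 100% = reporter-only cells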
TLR9-MyD88 inh: inhibitors of TLR9-MyD88 association in cells, primary screen, cell-based, CHO, BLA complementation, fluorescence; Toll-like receptor 9 (Homo sapiens) + Myeloid differentiation primary response protein …; inhibition, % at 4.98 µM; CCF4 FRET ratio; 0.21% of 340,000 active;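 active = inhibition above the mean over all tested compounds plus 3 SD, cut at about 21% in these data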;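 note: 0% = DMSO only wells and 100% = clavulanate BLA inhibitor control wells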
SRC2 inh: inhibition of GAL4-SRC2 driven luciferase reporter, primary screen, SRC2 inhibitor project, cell-based, luminescence; inhibition, % at 9 µM; Nuclear receptor coactivator 2 (Homo sapiens), Q15596; HEK293 GAL4-SRC2 luciferase reporter; 0.17% of 370,000 active;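 active = inhibition above the mean inhibition of all tested compounds plus 3 SD, set per campaign, cut at about 52% in these data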;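 note: 0% = DMSO treated cells and 100% = cells given Gossypol at 36 µM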
Target sequence (Q15596 whole entry, looked up, the tested form may be a part): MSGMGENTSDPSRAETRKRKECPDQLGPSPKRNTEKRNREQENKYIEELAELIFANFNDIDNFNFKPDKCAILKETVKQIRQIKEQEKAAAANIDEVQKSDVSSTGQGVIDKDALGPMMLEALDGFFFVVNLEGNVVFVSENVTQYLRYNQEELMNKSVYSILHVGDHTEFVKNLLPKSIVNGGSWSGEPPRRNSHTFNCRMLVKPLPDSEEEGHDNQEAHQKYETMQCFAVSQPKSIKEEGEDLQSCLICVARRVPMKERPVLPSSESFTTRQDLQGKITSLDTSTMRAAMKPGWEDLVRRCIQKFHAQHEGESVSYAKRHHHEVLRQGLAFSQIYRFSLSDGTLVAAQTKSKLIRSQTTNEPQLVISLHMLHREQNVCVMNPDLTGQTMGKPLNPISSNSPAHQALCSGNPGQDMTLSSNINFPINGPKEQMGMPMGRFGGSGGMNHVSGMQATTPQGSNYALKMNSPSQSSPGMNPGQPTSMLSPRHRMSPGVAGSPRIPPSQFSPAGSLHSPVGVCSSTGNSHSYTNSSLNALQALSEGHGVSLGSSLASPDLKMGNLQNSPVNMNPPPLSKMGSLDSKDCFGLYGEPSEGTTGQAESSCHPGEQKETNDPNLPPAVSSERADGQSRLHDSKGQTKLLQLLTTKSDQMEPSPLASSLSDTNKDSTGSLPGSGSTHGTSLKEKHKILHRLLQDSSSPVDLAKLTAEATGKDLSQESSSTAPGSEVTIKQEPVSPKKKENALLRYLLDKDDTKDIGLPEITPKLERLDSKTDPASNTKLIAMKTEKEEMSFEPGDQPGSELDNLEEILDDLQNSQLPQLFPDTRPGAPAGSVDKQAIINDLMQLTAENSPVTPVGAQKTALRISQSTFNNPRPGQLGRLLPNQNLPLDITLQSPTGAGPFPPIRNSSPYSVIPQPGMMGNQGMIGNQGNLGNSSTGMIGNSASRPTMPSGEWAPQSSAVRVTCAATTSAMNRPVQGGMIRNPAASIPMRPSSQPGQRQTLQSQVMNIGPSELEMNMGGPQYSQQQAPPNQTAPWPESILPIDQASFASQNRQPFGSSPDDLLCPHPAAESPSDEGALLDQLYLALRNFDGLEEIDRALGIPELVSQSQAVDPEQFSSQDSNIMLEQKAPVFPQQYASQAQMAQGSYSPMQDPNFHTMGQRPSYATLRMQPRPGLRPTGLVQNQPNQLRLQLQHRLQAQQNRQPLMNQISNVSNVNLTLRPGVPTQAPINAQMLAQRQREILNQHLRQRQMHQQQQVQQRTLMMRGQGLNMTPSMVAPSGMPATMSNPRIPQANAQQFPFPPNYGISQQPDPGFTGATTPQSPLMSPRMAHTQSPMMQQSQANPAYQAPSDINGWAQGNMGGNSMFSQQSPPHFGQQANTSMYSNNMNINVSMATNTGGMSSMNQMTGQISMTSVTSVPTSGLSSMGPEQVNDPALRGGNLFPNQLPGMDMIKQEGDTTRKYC
EBV LMP1 NFkB: EBV LMP1-driven NF-kappaB luciferase reporter inhibitors, primary screen, cell-based, luminescence, single point; LMP1-induced NF-kappaB luciferase reporter cells; 0.69% of 350,000 active; AID 504558, 2011; inhibition, % at 12.5 µM; in the data active = inhibition above about 41%;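 note: 0% = neutral control wells and 100% = reference inhibitor control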
TWEAK-Fn14 inh: inhibitors of TWEAK-Fn14 signaling, primary screen, luciferase reporter cells, uHTS. 2% of 360,000 active. AID 1159606, 2016. inhibition, % at 10 µM. TWEAK-stimulated Fn14 reporter cells, luciferase luminescence, 8 h; in the data active = inhibition above about 50%
NCOA3 inh: SRC3 coactivator transcriptional activity inhibitors, primary screen, cell-based, luminescence; Nuclear receptor coactivator 3 (Homo sapiens), Q9Y6Q9; AID 588352, 2011; HEK293 GAL4-SRC3 luciferase reporter; inhibition, % at 3.6 µM; 0.17% of 360,000 active;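 active = inhibition above a per-campaign cutoff, the mean of all compounds plus 3 SD, cut at about 60% in these data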;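 note: 0% = DMSO-treated cells and 100% = gossypol-treated cells at 36 µM; higher means less SRC3-driven luciferase light from the GAL4 reporter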
An asterisk follows results filed as active; nt = no result given. This is a subset (hit frequency here may not be typical).

compound	TROY signal inh	EBV LMP1 NFkB	NOD2-RIPK2 inh	TLR9-MyD88 inh	NCOA1 inh	TRAIL sens C8	COUP-TFII inh	SRC2 inh	NR5A2 inv ag	TWEAK-Fn14 inh	NCOA3 inh
COc1ccc(CN2C(=NC(=O)CCc3ccccc3)SC3CS(=O)(=O)CC32)cc1 (centres undefined)	0	1	1	-2	-14	5	4	20	-14	2	2
COc1ccc(Br)cc1CN1CCN(C(=O)c2cccc(OC)c2OC)CC1	-1	-22	-1	-10	7	-14	12	7	-39	-1	-6
COCc1nnc(SCC(=O)NC(C)c2ccccc2)n1-c1ccccc1 (centres undefined)	3	-4	-10	5	11	-10	5	-8	10	-5	8
O=C(NC1CCCCC1)C(c1ccc2ncccc2c1)N(Cc1ccc2c(c1)OCO2)C(=O)c1cccs1 (centres undefined)	25	10	2	-6	18	-8	14	9	-13	10	13
O=C(N/N=C(\c1ccccc1)c1ccccn1)c1cccc([N+](=O)[O-])c1	-10	36	-1	8	7	37	nt	nt	17	-28	16
Cc1onc(-c2c(F)cccc2Cl)c1C(=O)NCc1ccco1	10	2	5	-6	-5	-4	10	6	17	-14	8
Cc1cnc(C(=O)OCc2nc3ccsc3c(=O)[nH]2)cn1	0	3	-6	1	0	-17	-8	-8	17	11	-11
COc1ccc(C)cc1NC(=O)C1CCN(S(=O)(=O)c2ccc3c(c2)C(C)(C)C(=O)N3C)CC1	-8	1	-23	-4	1	-8	17	-6	-11	9	4
O=C/C(=C\Nc1ccccn1)c1nc2cc(Cl)ccc2o1	-47	-27	-1	13	-28	-6	-10	-28	-7	3	-21
Cc1ccc(C)c(OCC(=O)NCCNC(=O)COc2cc(C)ccc2C)c1	-2	2	-4	4	-7	-6	-14	-30	-5	0	-18
COc1cc(CN2CCC(C(=O)NC(c3ccccc3)c3ccsc3)CC2)cc(OC)c1 (centres undefined)	6	nt	-4	nt	-3	-2	3	-25	-12	7	-13
O=C(C[n+]1ccccc1)N/N=C/c1cc(Br)cc(Br)c1O	7	0	3	5	-4	14	nt	nt	-1	5	-28
CC(=O)N(C(C)=O)c1ccc(Oc2ccc(Oc3ccc(N(C(C)=O)C(C)=O)cc3)cc2)cc1	5	-6	8	-9	-31	-10	-11	-34	-51	39	-39
CC(=O)O[C@H]1C(=O)[C@@]2(C)[C@H]([C@H](OC(=O)c3ccccc3)[C@]3(O)C[C@H](OC(=O)[C@H](O)[C@@H](NC(=O)c4ccccc4)c4ccccc4)C(C)=C1C3(C)C)[C@]1(OC(C)=O)CO[C@@H]1C[C@@H]2O	11	1	-2	6	-1	17	15	14	33	20	2
CCN(CC)CCn1c(NS(=O)(=O)c2ccc(C)cc2)nc2ccccc21	10	3	-10	5	-9	-5	0	1	5	5	6
COc1ccccc1CNc1nc(NCc2ccccc2OC)c2sccc2n1	57*	nt	4	nt	-4	42	53*	16	2	42	2
O=C(CSc1nnc(Cn2c(=O)sc3ccccc32)n1-c1ccccc1)N1CCOCC1	3	9	-5	-15	18	-9	-11	-6	0	-16	12
O=C(O)CCCN1C(=O)C(=O)/C(=C(/O)c2ccccc2)C1/C=C/c1ccccc1 (centres undefined)	-6	2	-15	-4	-13	0	5	-20	-2	18	8
CCOC(=O)CC1C(=O)NCCN1S(=O)(=O)c1ccc(C)cc1 (centres undefined)	-4	-9	-2	2	-13	1	-15	17	1	-5	14
O=C(Cn1c(=O)oc2cc(S(=O)(=O)N3CCOCC3)ccc21)N1CCc2ccccc2C1	3	2	8	5	-18	-18	3	-19	-14	-3	-38
CCc1ccc(-n2c(SCC(=O)N3Cc4ccccc4CC3C(=O)O)nnc2-c2ccncc2)cc1 (centres undefined)	5	-3	0	3	6	5	-3	-3	-4	6	10
O=C(COC(=O)c1ccc(F)c(S(=O)(=O)N2CCOCC2)c1)NCc1ccco1	4	-7	-7	-11	-5	-11	-7	-11	3	24	5
CC(=O)N1c2ccc(S(=O)(=O)N(C)Cc3ccco3)cc2CC1C (centres undefined)	8	-8	1	5	20	1	11	2	-1	-7	28
COc1ccc(NC(=O)[C@@H]2CCCN2S(=O)(=O)c2ccccc2F)cc1S(=O)(=O)N1CCCCC1	-1	-4	-8	-6	-3	-10	-17	21	4	18	-23
N=c1n(CC(=O)O)c2ccccc2n1Cc1ccccc1Cl	5	-16	-4	5	-8	8	-10	4	20	-3	-10

New compounds follow
compound	TROY signal inh	EBV LMP1 NFkB	NOD2-RIPK2 inh	TLR9-MyD88 inh	NCOA1 inh	TRAIL sens C8	COUP-TFII inh	SRC2 inh	NR5A2 inv ag	TWEAK-Fn14 inh	NCOA3 inh
COc1ccc(S(=O)(=O)NNc2nc(C)cc(C)n2)cc1[N+](=O)[O-]	13	-7	-4	-11	-22	-5	8	-9	8	0	-27
CCOC(=O)n1c(=O)n(Cc2ccccc2)c2ccccc21	9	7	-1	3	-6	11	2	18	-14	24	-9
Cc1ccc(Cc2cnc(N3C(=N)SC(c4ccccc4)C3=O)s2)cc1 (centres undefined)	-5	-7	-8	4	-3	1	-4	4	11	0	-8
COc1ccc(-c2nc(N)nc(C(F)(F)F)c2-c2ccccc2OC)c(O)c1	-9	-1	-3	-7	-22	-6	-16	-2	-2	2	-5
COc1cc(/C=N/Nc2nc(N3CCCC3)nc(N3CCCC3)n2)ccc1O	11	-9	-1	-5	3	1	-14	0	14	8	12
CC(O)Cn1nc([N+](=O)[O-])nc1N (centres undefined)	-5	-3	-5	3	8	4	-1	-14	-19	-7	12
Cn1c2c(c(=O)[nH]c1=O)C(NC(=O)c1ccco1)(C(F)(F)F)C(=O)N2 (centres undefined)	-12	-10	-6	12	8	-6	-19	-29	18	6	-3
COc1ccccc1C(CNC(=O)c1cccc(NS(=O)(=O)c2ccc(C)c(F)c2)c1)N1CCCC1 (centres undefined)	12	3	0	-8	-3	27	13	-3	-8	10	-28
COc1ccc(OCC(=O)Nc2nc3c(s2)CCCC3)cc1	-34	-3	-3	-5	-4	35	-9	3	-26	-9	-14
COc1ccc(C2=NOC(C(=O)NCc3ccco3)C2)cc1 (centres undefined)	-2	7	0	1	-16	-4	-10	-17	-6	14	-10
CC(C)CNC(=O)CC1Nc2ccccc2NC1=O (centres undefined)	9	-8	3	8	-20	-29	nt	nt	-9	-15	10
Cc1ccc(S(=O)(=O)N(C)C[C@@H]2Oc3ccc(NS(=O)(=O)c4ccccc4)cc3CC(=O)N([C@@H](C)CO)C[C@H]2C)cc1	-14	-18	-16	5	2	7	-2	14	-10	-9	0
COCCn1ccc2c(OCC(=O)NCCc3ccccc3)cccc2c1=O	-5	0	5	-13	-6	9	-11	12	1	-3	9
Cc1c(CNC(=O)c2nn3c(c2Cl)NC(c2ccccc2)CC3C(F)(F)F)cnn1C (centres undefined)	20	10	-12	-14	7	-3	26	9	-16	5	11
COC(=O)N/N=C/c1ccccc1OCCOc1ccc(OC)cc1	-7	5	2	-3	-22	9	-14	-39	-8	-17	-4
O=c1[nH]c(=S)[nH]c2c1C(C1CCCCC1)OC(C1CCCCC1)C2 (centres undefined)	14	nt	0	nt	nt	27	-18	6	-3	7	nt
COc1ccc(-c2cccc(NS(=O)(=O)c3cc([N+](=O)[O-])c(C)c([N+](=O)[O-])c3)c2)nn1	2	-6	-6	-3	3	-6	-9	-15	-9	-17	2
Cc1ccc(-c2nc3cc(C)c(Br)c(C)n3c2Cc2ccsc2)cc1	-40	nt	-11	nt	nt	17	-21	-44	-6	4	nt
C=CCN(c1ccc(C(=O)Nc2cccc(C)c2)cc1)S(C)(=O)=O	-7	-6	-3	-3	-2	-7	1	-16	-7	-19	11
O=C(c1ccc(S(=O)(=O)N2CCOCC2)cc1)N1CCN(c2ccccn2)CC1	16	-25	1	7	-8	-10	17	-2	5	12	15
CN(CC(=O)Nc1ccc(F)c(F)c1F)C(=O)C1CC(=O)N(c2ccc3c(c2)OCCO3)C1 (centres undefined)	10	8	2	7	-38	13	-4	-18	-6	-1	12
COc1ccc(/C=C/C(=O)NCCc2ccc(OC)c(OC)c2)cc1	12	0	-2	3	4	-9	19	-13	-3	-18	-13
COCCN(C(=O)c1cc(-c2ccncc2)nc2ccccc12)c1c(N)n(CC(C)C)c(=O)[nH]c1=O	-1	-1	-1	-4	-1	-38	-2	12	9	-3	5
O=C(CN(C(=O)CCC(=O)Nc1ccccn1)c1ccc(F)cc1)NCCc1ccccc1	-13	-14	2	5	4	-2	1	22	-3	-1	6
C=CCn1c(SCc2c(C)noc2C)nc2sc3c(c2c1=O)CCCCC3	15	-9	0	-3	-17	5	-11	7	-1	0	-16

Retrieved by structure from above, two records:
compound	TROY signal inh	EBV LMP1 NFkB	NOD2-RIPK2 inh	TLR9-MyD88 inh	NCOA1 inh	TRAIL sens C8	COUP-TFII inh	SRC2 inh	NR5A2 inv ag	TWEAK-Fn14 inh	NCOA3 inh
CC(O)Cn1nc([N+](=O)[O-])nc1N (centres undefined)	-5	-3	-5	3	8	4	-1	-14	-19	-7	12
C=CCn1c(SCc2c(C)noc2C)nc2sc3c(c2c1=O)CCCCC3	15	-9	0	-3	-17	5	-11	7	-1	0	-16

(listing goes on)
compound	TROY signal inh	EBV LMP1 NFkB	NOD2-RIPK2 inh	TLR9-MyD88 inh	NCOA1 inh	TRAIL sens C8	COUP-TFII inh	SRC2 inh	NR5A2 inv ag	TWEAK-Fn14 inh	NCOA3 inh
COCCn1nnnc1CN1CCN2CCCC2C1 (centres undefined)	6	-19	7	2	-5	21	19	31	-8	17	-6
O=C(NCC(=O)N(CC1CCCO1)C(C(=O)NC1CCCCC1)c1ccc(F)cc1)c1ccco1 (centres undefined)	6	-3	-12	0	1	-7	17	5	13	-8	19
CC1(C)C2CCC1(CS(=O)(=O)N1CCN(c3ccccc3F)CC1)C(=O)C2 (centres undefined)	-3	-9	-4	-6	20	-7	10	10	1	0	-10
CS(=O)(=O)N1CCN(c2ccc(NC(=S)NC(=O)c3cccs3)cc2)CC1	-22	-2	3	-2	-11	-5	-1	0	4	0	0
CCC(=NCCc1c(C)[nH]c2ccc(C)cc12)C1=C(O)CC(c2ccccc2)CC1=O (centres undefined)	25	12	-8	-4	1	-12	-7	-6	39	31	11
COc1ccc(C2(C)NC(=O)N(CC(=O)Nc3c(C)n(C)n(-c4ccccc4)c3=O)C2=O)cc1 (centres undefined)	9	0	0	2	-1	2	-7	-7	-8	1	-11
COc1cc(/C=C/C(=O)NC(C)C2CC3CCC2C3)cc(OC)c1OC (centres undefined)	9	3	-1	-1	-47	9	-8	-19	-10	37	10
Cc1ccc(-c2csc3ncn(CC#N)c(=O)c23)cc1C	18	-7	-11	-2	10	-10	-9	-7	19	19	-2
